Lipid storage S3 = qHTS Assay for Lipid Storage Modulators in Drosophila S3 Cells; AID 2685; Drosophila S3 cells, BODIPY lipid droplet fluorescence, 18-24 h; cells fed with added oleic acid; 320,000 compounds, 0.64% hits; lipid storage change, negative = inhibition, % at the top dose, mostly 46.1 µM; hits show Potency in µM; active = well fitted inhibition curve with a large enough effect in the signal ratio, with a control signal flat, not every such curve was filed as active; inconclusive = small, poorly fitted or top-dose-only effect, or effect the other way, or a change in a side signal; the % refers to the signal ratio
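Drosophila S3 cells got compounds at several concentrations plus oleic acid (400 uM solution). Laser-scanning cytometry with 488 nm excitation read lipid droplets at 500-530 nm and cells at 575-640 nm. Percent activity was relative to 20 uM Triacsin C.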
Lipid storage S3 cell count max = second read-out of Lipid storage S3, no call of its own (marks repeat the call); cell number change, %; measured here: cell count max response;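 cells counted by Cell Tracker Red CMTPX staining in the red channel; peak over a dose series mostly up to 46.1 µM; percent activity relative to internal control wells on each plate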
* marks the source's active call; other numbers are inactive results; i = inactive; ? = inconclusive; nt = no result given; [ ] = another dose, or the depositor's remark. % is set by controls: 0 for no effect and ±100 for the full control effect; potency is the fitted concentration of half-maximal effect. This is a subset. The share of hits here may be higher or lower than overall.

SMILES | Lipid storage S3 | Lipid storage S3 cell count max
CCOC(=O)C1CCN(C(=O)c2cc3c(C)cc(C)cc3[nH]2)CC1 | ? | nt
CCOC(=O)C1CCN(CC(O)COc2ccc(C(C)=O)cc2)CC1 (centres undefined) | ? | nt
Cc1ccccc1CN1CCCC(C(=O)Nc2ccccc2Oc2cccnc2)C1 (centres undefined) | ? | nt
Cc1ccccc1-n1c(=O)cc(N2CCN(C(=O)c3ccco3)CC2)[nH]c1=O | 5.9% | -1.9
Cc1onc(-c2c(F)cccc2Cl)c1C(=O)N(C)CCc1ccccn1 | i[0.369 µM] | -0.2
Cc1nnc(C)n1/N=C/c1ccc(-c2ccccc2Cl)o1 | ? | nt
COC(=O)C1=C(C)N(c2ccccc2)/C(=C/c2ccco2)C1=O | 1.6% | 18.0
NS(=O)(=O)c1ccc(CCNC(=O)C(=O)C2C(=O)Nc3ccccc32)cc1 (centres undefined) | ? | nt
CC(=O)c1sc2nc(C)c3c(c2c1N)CCCC3 | ? | nt
COc1ccc(-c2nn(-c3ccccc3)cc2/C=N/Nc2cccc(C(=O)O)c2)cc1 | 40.5% | nt

The last four records of the section above lead into the next.
SMILES | Lipid storage S3 | Lipid storage S3 cell count max
COC(=O)C1=C(C)N(c2ccccc2)/C(=C/c2ccco2)C1=O | 1.6% | 18.0
NS(=O)(=O)c1ccc(CCNC(=O)C(=O)C2C(=O)Nc3ccccc32)cc1 (centres undefined) | ? | nt
CC(=O)c1sc2nc(C)c3c(c2c1N)CCCC3 | ? | nt
COc1ccc(-c2nn(-c3ccccc3)cc2/C=N/Nc2cccc(C(=O)O)c2)cc1 | 40.5% | nt
CCN1CCN(Cc2ccc(NC(=O)c3ccc(C)c(/C=C/c4cnc(Nc5cc(N6CCNCC6)nc(C)n5)cn4)c3)cc2C(F)(F)F)CC1 | 18.4µM* | -17.2*
CCOc1ccc(NC(=O)N2CCCC2C(=O)NCc2ccco2)cc1 (centres undefined) | ? | nt
Cc1ccc(NC(=O)c2cc(F)c(F)cc2Cl)nc1 | -9.2% | -2.0
COc1cccc(C(=O)COc2ccc3c(C)c(Cc4ccccc4)c(=O)oc3c2C)c1 | ? | nt
COc1ccc(CCN2C(=O)CSC2=Nc2ccc(C)cc2C)cc1OC | ? | nt
C=CCSc1nc2sc3c(c2c(=O)n1CC)CCc1ccccc1-3 | ? | nt
COc1ccc(C(C)=O)cc1CSc1nncn1-c1ccccc1 | 4.5% | -4.4
CCC1=NN2C(=N)/C(=C/c3ccc(OS(=O)(=O)c4ccc(C)cc4)c(OC)c3)C(=O)N=C2S1 | 3.1% | 5.0
CC(C)COc1ccc(C(=O)Nc2ccc(NC(=O)c3ccco3)c(Cl)c2)cc1 | ? | nt
O=C(COC(=O)c1cc(-c2ccccc2)nc2ccccc12)Nc1ccc2c(c1)OCO2 | 17.7% | 2.4
CCOC(=O)c1cc2c(n(-c3ccccc3)c1=O)CC(C)(C)CC2=O | 17.5% | 6.7
O=C(NC1CCN(Cc2ccccc2)CC1)c1ccc2c(c1)[nH]c(=O)n2Cc1ccc(F)cc1 | -0.6% | 1.6
CC(=O)N[C@H]1C[C@@H]1c1ccccc1 | ? | nt
CCOC(=O)Nc1csnn1 | ? | nt
CCCc1cc(=O)n2c([nH]c3ccccc32)c1C#N | ? | nt
Cc1nn(-c2ccccc2)c(C)c1CCC(=O)O | 2.4% | 5.0
COC(=O)CN(c1cc(Cl)ccc1OC)S(=O)(=O)c1ccc(C)cc1 | -3.5% | -1.5
O=C(Nc1ccccc1)c1ccc(-c2ccc(F)cc2)s1 | ? | nt
O=C(OCc1ccc(Br)cc1)c1cnc(Cl)c(Cl)c1 | ? | nt
CC(C)Oc1ccc(Cc2c(O)nc(NCCCN(C)C)[nH]c2=O)cc1 | 2.2% | 1.2

Of the compounds above, 2 contain two or more sulfur atoms.
SMILES | Lipid storage S3 | Lipid storage S3 cell count max
C=CCSc1nc2sc3c(c2c(=O)n1CC)CCc1ccccc1-3 | ? | nt
CCC1=NN2C(=N)/C(=C/c3ccc(OS(=O)(=O)c4ccc(C)cc4)c(OC)c3)C(=O)N=C2S1 | 3.1% | 5.0

(cont.)
SMILES | Lipid storage S3 | Lipid storage S3 cell count max
CN(Cc1ccccc1)C(=O)N1CCOCC1 | -21.2% | -17.4
Cc1cccc(C(=O)N2CCN(c3ccc(C(F)(F)F)cn3)CC2)c1C | ? | nt
COc1cc(/C=N/NC(=O)c2cccc([N+](=O)[O-])c2)ccc1OC(=O)c1ccco1 | -0.4% | nt
CCOC(=O)c1ccc(NC(=O)CCc2nc(-c3ccccc3Cl)no2)cc1 | ? | nt
Cn1c(SCC(=O)NCc2cccs2)nnc1-c1ccc(O)cc1 | 5.4% | 26.4
CCCc1cc(=O)[nH]c(SC(C)C(=O)Nc2ccc3c(c2)OCCO3)n1 (centres undefined) | ? | nt
CC(=O)Nc1sc(NC(=O)c2ccccc2)nc1-c1cccs1 | ? | nt
O=C(CCNc1cc(Cl)cc(Cl)c1)c1cccs1 | -12.1% | -6.5
CCCCC(=O)NC1(C(F)(F)F)NC(=O)N(C)C1=O (centres undefined) | -7.2% | 2.9
Cc1ccc(NC(=O)CCSCCC(=O)Nc2ccc(C)c(C)c2)cc1C | 2.0% | -13.5
O=[N+]([O-])c1ccc(C(O)CNC(=S)Nc2ccccc2)cc1 (centres undefined) | ? | nt
CC1CCC(C(=O)NC(C(=O)NCCc2ccc(S(N)(=O)=O)cc2)C(C)C)CC1 (centres undefined) | -10.1% | 0.5
CN(C)CC(O)COC(c1ccccc1)c1ccccc1 (centres undefined) | ? | nt
COc1ccc(N2CCCC2)c(NC(=O)COc2ccccc2Cl)c1 | i | 10.0
Cc1sc2nc(C)n(/N=C/c3ccccc3O)c(=O)c2c1C | ? | nt
CCOc1ccc(CNC(=O)CCCOc2cc(=O)n(C)c3ccccc23)cc1 | ? | nt
CCN(CC)C(=O)Oc1c(Cl)cc(Cl)c2cccnc12 | 5.9% | 0.0
CCNc1nc(NCC)nc(N/N=C/c2cc(OC)c(OC)c(OC)c2)n1 | -10.8% | -20.4
S=c1sc(SCCOc2ccccc2)nn1-c1ccccc1 | ? | nt
CCN(CC)CCOc1ccc2c(c1)C(=NO)c1cc(OCCN(CC)CC)ccc1-2 | ? | nt
CCN1C=C(Cc2cccs2)C2=C(C1)C(c1cccs1)C(C#N)=C(N)O2 (centres undefined) | ? | nt
COc1ccc(Cn2c(SCc3cc(C)ccc3C)nc3cc(OC)c(OC)cc3c2=N)cc1 | ? | nt
Cc1ccc(N2CCN(c3ccc(C)cc3)C(CC(=O)O)C2=O)cc1 (centres undefined) | i | nt
Fc1cc(F)c2nc(N3CCOCC3)sc2c1 | 1.2% | 3.6
COC(CNC(=O)c1cc(Sc2nnc(C)s2)nc2ccccc12)OC | 12.3% | 2.8
CCC1=C(OC(=O)N(CC)CC)N2C(=O)OC(=NCC(=O)OC)[C@]2(C)[C@H]2C1=CC[C@H]1C(=O)N(CC(=O)OC)C(=O)[C@H]12 | 13.8% | 2.6
Cc1ccc(S(=O)(=O)N2CCN(C(=O)c3ccccc3)C2)cc1[N+](=O)[O-] | ? | nt
O=C(O)C1OC2OC3(CCCCC3)OC2C2OC3(CCCCC3)OC12 (centres undefined) | -3.9% | 1.8
COc1ccc(NC(=O)c2cc(C)no2)cc1Cl | ? | nt
C=CCn1c(=S)sc2c(=O)[nH]cnc21 | -15.7% | 7.2
COc1ccc(CCNC(=O)c2cccc(S(=O)(=O)N3CCCCCC3)c2)cc1 | ? | nt
O=C(CCCC(=O)OCC(=O)c1cccs1)Nc1ccc(Oc2ccccc2)cc1 | -13.3% | -16.5
CCOc1ccc(C(C(=O)NC2CCCCC2)N(C(=O)Cc2cccs2)c2ccc(-n3cnnn3)c(OC)c2)cc1 (centres undefined) | -3.8% | 3.5
COc1ccc(CNC(=O)C(C)N2C(=O)NC(c3ccccc3)(c3ccccc3)C2=O)cc1 (centres undefined) | ? | nt
CC(=O)Oc1ccc(C(=O)Nc2cccc(C(=O)c3ccc(C)c(C)c3)c2)cc1 | 27.7% | -6.6
Cc1noc(C)c1C(=O)Nc1cccc(S(=O)(=O)N2CCCCC2)c1 | ? | nt
CCc1ccc(NC(=O)C(CC)c2ccccc2)cc1 (centres undefined) | -2.9% | nt
NCC(O)COCCC12CC3CC(CC(C3)C1)C2 (centres undefined) | i | -15.5
O=C(O)c1cnc(N2CCOCC2)nc1 | ? | nt
Cn1ccnc1SCCC#N | -4.0% | -9.2
CCC(=O)N1CCc2cc(S(=O)(=O)NC(C(=O)NCc3ccccc3)C(C)C)ccc21 (centres undefined) | -9.6% | -12.7
Cc1nn(-c2ccccc2)c(N)c1N=Nc1cccnc1 | ? | nt
CC(=O)c1sc(NC(=O)c2oc3ccc(F)cc3c2C)nc1C | ? | nt
Nc1ncc2c(n1)-c1ccccc1CC2 | ? | nt
O=C(COC(=O)CCc1nc2ccccc2c(=O)[nH]1)Nc1ccc2c(c1)OCO2 | -6.7% | 9.2
Cc1cc(C)nc(NC(=O)Cc2ccc(Br)cc2)n1 | 12.5% | 19.4
CC(=O)Nc1nc(C)nc(C)c1C(C)=O | ? | nt
O=c1[nH]c(CN2CCOCC2)nc2ccccc12 | ? | nt
COC(=O)c1ccc(N)cc1O | ? | nt
Cc1ccccc1-c1ccc(=O)n(CC(=O)Nc2ccc(N3CCOCC3)cc2)n1 | ? | nt

Next section.
SMILES | Lipid storage S3 | Lipid storage S3 cell count max
NC(=O)NCCCC(NC(=O)c1ccc(C#CC2(O)CCCCC2)cc1)C(=O)O (centres undefined) | ? | nt
Cc1ccc(N(CC(=O)NCC2CCCO2)S(=O)(=O)c2ccccc2)c(C)c1 (centres undefined) | ? | nt
O=C(Cn1cnc2scc(-c3ccccc3)c2c1=O)NCc1ccco1 | ? | nt
CCCCCN(C(=O)NC(=O)Nn1cnnc1)S(C)(=O)=O | -2.7% | 17.4
O=C(CSc1nnc(-c2ccncc2)o1)Nc1ccc(F)c(F)c1 | ? | nt
Cc1ccc2nc(C(=O)N3CCCC(Nc4ccc(F)cc4)C3)cn2c1 (centres undefined) | -0.2% | nt
Cc1cc(C)cc(NC(=S)N2CCN(c3ncc(C(F)(F)F)cc3Cl)CC2)c1 | ? | nt
O=C(COC(=O)CNS(=O)(=O)c1ccccc1)Nc1ccc(Cl)cn1 | ? | nt
CCOC(=O)C1CCCCN1Cc1ccc(F)cc1 (centres undefined) | ? | nt
Cc1ccc(/C=N/Nc2nc(C(C)(C)C)cs2)o1 | 13.9% | -20.1
CCOC(=O)Cn1c(CN2CCOCC2)nc2c1c(=O)n(C)c(=O)n2C | i | nt
Cc1onc(-c2c(F)cccc2Cl)c1-c1nnc(-c2cccc3ccccc23)o1 | 0.2% | 2.6
CC12CN(C(=O)c3ccc(Cl)cc3)C3(C#N)CC1CCC23C (centres undefined) | i | nt
S=C(NCCc1ccc(Cl)cc1)NC1CCCC1 | ? | nt
CCN(CC)CCN1C(=O)c2ccccc2NC1c1cc(OC)c(OC)c(OC)c1 (centres undefined) | 0.4% | 3.8
Nc1nnc(SCC(=O)NNC(=O)c2ccc(F)cc2)s1 | ? | nt
O=C(CCSCCc1ccccn1)Nc1cccc([N+](=O)[O-])c1 | -0.6% | 11.6
O=C(Nc1cccc(C(=O)NC2CC2)c1)c1ccc(F)c(S(=O)(=O)N2CCOCC2)c1 | ? | nt
CCc1ccc(NC(=S)NCc2cccnc2)cc1 | -0.5% | nt
CCn1ccnc1CNC(=O)c1ccc2oc(CCCc3ccccc3)nc2c1 | ? | nt

Three of the entries above in order of their number in Lipid storage S3, descending.
SMILES | Lipid storage S3 | Lipid storage S3 cell count max
Cc1cc(C)nc(NC(=O)Cc2ccc(Br)cc2)n1 | 12.5% | 19.4
O=C(CCCC(=O)OCC(=O)c1cccs1)Nc1ccc(Oc2ccccc2)cc1 | -13.3% | -16.5
CN(Cc1ccccc1)C(=O)N1CCOCC1 | -21.2% | -17.4

Later entries.
SMILES | Lipid storage S3 | Lipid storage S3 cell count max
Cc1c(C(=O)N2CCC(Cc3ccccc3)CC2)sc2ncnc(N3CCC(C)CC3)c12 | -3.1% | -8.0
O=C(NC1CCS(=O)(=O)C1)c1cccc(S(=O)(=O)N2CCCCCC2)c1 (centres undefined) | -9.1% | -0.4
O=C(c1ccc([N+](=O)[O-])cc1)N1CCSC1c1ccccc1 (centres undefined) | 4.8% | -0.4
O=C(/C(=C/O)N=Nc1ccccc1)c1ccncc1 | ? | nt
CCOC(=O)Cc1csc(NC(=O)/C=C/c2ccc(OC)cc2)n1 | -1.1% | 8.9
CC(NC(=S)NCCc1ccccc1)C(c1cccs1)N1CCN(Cc2ccccc2)CC1 (centres undefined) | -15.8% | -21.1
O=C(Nc1ccc(C(=O)N2CCN(c3ccc(Cl)cc3)CC2)cc1)C1=CSCCO1 | ? | nt
O=C(O)c1nn(CC(=O)N(C2CCCCC2)C2CCCCC2)c(=O)c2ccccc12 | ? | nt
Cc1ccc(-c2nc3ccccc3c(=O)n2NC(=S)N(C)C)cc1 | ? | nt
Cn1c(-c2ccsc2)c(-c2cccs2)c2cc(-c3ccc4cc[nH]c4c3)ccc21 | ? | nt
CCOC(=O)N1CCN(C(=O)c2ccc3nc(N4CCCCC4)sc3c2)CC1 | -10.6% | -1.9
CCN(CC)CCCn1c(C)cc2c(c1=O)C(c1ccccc1)C(C#N)=C(N)O2 (centres undefined) | -0.7% | 15.1
CN(CC(=O)NCc1ccccc1F)S(=O)(=O)c1ccc(Cl)cc1 | ? | nt
Cc1nnsc1S(=O)(=O)c1ccccc1 | ? | nt
COc1ccc(COC(=O)c2cccc(S(=O)(=O)N3CCCC3)c2)cc1F | i[0.369 µM] | -0.6
Nc1nc(CN2CCN(c3ccccc3)CC2)nc(N2CCCc3ccccc32)n1 | ? | nt
COc1ccc(OC)c(NC(=O)c2cccnc2)c1 | ? | nt
